Ecoli viability: bacterial growth inhibition, counter-screen for AddAB inhibitors; inhibition, % at 11.9 µM; hit rate 0.27% among 330,000; E. coli V3065 growth, OD600 absorbance, 18 h;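 active means inhibition above the campaign's mean inhibition across all tested compounds plus 3 SD, cut at about 9.9% in these data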;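 further: uninfected addAB+ strain grown without phage in ampicillin broth; 0% = DMSO wells and 100% = ciprofloxacin 0.95 µg/ml wells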
PKA-R1A act: PKA-R1A complex activation. P00514+P68181. PKA-R1A dissociation, Cy5-IP20 fluorescence polarization; scaled: DMSO 0%, 113 µM cGMP 100%. activation, % at 11.4 µM. hit rate 0.083% among 340,000. AID 504707;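 active means percent activation above the mean of all tested compounds plus 3 SD, cut at about 19% in these data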;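 further: higher means more PKAc released from R1A so a rise in polarization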
HTR5A ag: counter-screen for OPRM1-OPRD1 agonists: human HTR5A agonism; HTR5A agonist assay, luminescence, cell-based; activation, % at 9.3 µM; hit rate 0.61% among 340,000; AID 504692; P47898; in the data active means activation mostly above about 9.5%, no sharp cut-off; inactive means mostly below about 7.6%;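 further: 0% = cells with vehicle only and 100% = reference agonist; strong numbers were not always called active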
Target sequence (P47898 whole entry, looked up): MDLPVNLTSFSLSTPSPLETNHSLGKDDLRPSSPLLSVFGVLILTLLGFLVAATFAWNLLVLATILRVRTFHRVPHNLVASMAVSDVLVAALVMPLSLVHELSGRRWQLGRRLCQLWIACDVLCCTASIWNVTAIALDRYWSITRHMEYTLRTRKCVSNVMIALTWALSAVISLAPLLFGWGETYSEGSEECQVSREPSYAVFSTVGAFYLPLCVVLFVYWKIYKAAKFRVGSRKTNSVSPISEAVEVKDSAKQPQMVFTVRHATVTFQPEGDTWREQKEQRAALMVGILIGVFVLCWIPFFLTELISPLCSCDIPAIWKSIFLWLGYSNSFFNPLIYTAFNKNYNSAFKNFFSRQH
SUMO Mot1 rescue: SUMOylation pathway inhibition by Mot1-301 growth rescue. S. cerevisiae Mot1-301 growth rescue, ATP luminescence, 38.5C; percent above DMSO median, 100 means doubled. growth rescue, % at 18.8 µM. hit rate 1% among 320,000. AID 2716;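 active means every valid replicate shows activation above 250% relative to neutral control wells; inactive means the rest, any valid replicate at or below 250%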;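 further: OY570 slx delta 5 strain wells were the positive control but not used for scaling; some compounds called inactive have numbers as strong as hits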
Tat export inh: blocks Tat-dependent protein export in E. coli; AID 488895; E. coli MC4100 TorA-mCherry Tat export, fluorescence; hit rate 0.036% among 340,000; inhibition, % at 10 µM;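 active means mean replicate inhibition at least 50% and at least half of replicates individually reaching 50%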;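 further: exported cargo escapes ClpAP degradation while cytoplasmic cargo is degraded and loses fluorescence; 0% = median of neutral control wells and 100% = median of NaSCN control wells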
HTR5A inv ag: inverse agonist of human HTR5A in OPRM1-OPRD1 counter-screen; P47898; HTR5A cell line, luminescence, inverse agonism; inhibition, % at 9.3 µM; hit rate 0.083% among 340,000; AID 504634; in the data active means inhibition mostly above about 23%, no sharp cut-off; inactive means mostly below about 18%;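 further: 0% = cells with DMSO and 100% = no-cell wells with DMSO; some compounds called inactive have numbers as strong as hits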
DAGLB inhibitor: diacylglycerol lipase beta (human) inhibition. Q8NCG7. HEK293T DAGLB membrane lysate, EnzChek fluorogenic substrate. inhibition, % at 5.17 µM. AID 504411. hit rate 0.059% among 340,000; in the data active means inhibition above about 34%;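 further: 0% = enzyme with vehicle and 100% = wells lacking enzyme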
phage Ecoli inh: E. coli growth loss with phage present; growth absorbance; inhibition, % at 11.9 µM; hit rate 0.26% among 360,000; in the data active means inhibition above about 11%
CDK5 inh: inhibitors of human CDK5/p35 kinase | Recombinant CDK5/p35, ADP-Glo luminescence, 60 min | hit rate 0.01% among 330,000 | Q00535+Q15078 | inhibition, % at 10 µM;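 active means highest replicate inhibition of at least 50% and at least 75% of replicates reaching 50%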;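 further: plate controls were DMSO neutral control for no effect and GW8510 at 10 µM for full effect; many of its hits are not listed in these tables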
Target sequence (Q00535 whole entry, looked up): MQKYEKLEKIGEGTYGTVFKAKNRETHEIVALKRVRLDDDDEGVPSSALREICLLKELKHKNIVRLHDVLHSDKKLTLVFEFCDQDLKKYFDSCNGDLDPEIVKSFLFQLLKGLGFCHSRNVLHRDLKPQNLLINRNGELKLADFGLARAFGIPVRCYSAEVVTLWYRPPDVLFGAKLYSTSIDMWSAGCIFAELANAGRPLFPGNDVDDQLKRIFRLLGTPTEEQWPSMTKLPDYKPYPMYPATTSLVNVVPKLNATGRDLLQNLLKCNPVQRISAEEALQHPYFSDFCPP
Target sequence (Q15078 whole entry, looked up): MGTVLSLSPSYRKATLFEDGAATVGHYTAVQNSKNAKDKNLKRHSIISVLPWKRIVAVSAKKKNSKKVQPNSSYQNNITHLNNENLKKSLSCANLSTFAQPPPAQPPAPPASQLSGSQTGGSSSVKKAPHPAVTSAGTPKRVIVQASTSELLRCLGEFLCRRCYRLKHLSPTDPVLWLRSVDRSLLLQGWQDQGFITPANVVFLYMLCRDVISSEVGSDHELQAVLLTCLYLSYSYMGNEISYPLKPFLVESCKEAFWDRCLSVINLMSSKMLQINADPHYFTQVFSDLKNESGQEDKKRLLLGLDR
AddAB inh: less growth of phage-infected E. coli with AddAB | hit rate 0.29% among 330,000 | E. coli expressing H. pylori AddAB, absorbance growth | AID 435030 | inhibition, % at 11.9 µM; in the data active means inhibition above about 12%;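 further: 0% = vehicle wells of infected cells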
PKA-R2B activ: PKA-R2B complex activation; PKA-R2B holoenzyme dissociation, Cy5-IP20 fluorescence polarization; R2B truncated from residue 108, S112A mutant; 0% DMSO only, 100% 113 µM cGMP; activation, % at 11.4 µM; AID 504700; hit rate 0.079% among 340,000; P22694+P31323;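 active means activation above a cutoff set at the mean over all compounds plus 3 SD, cut at about 18% in these data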;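 further: higher means more holoenzyme dissociation and a rise in polarization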
* hit, by the source's call; nt = not tested or not shown. This is a random part of the collection; any-hit rate near 2.3%.

Fields – Ecoli viability | PKA-R1A act | HTR5A ag | SUMO Mot1 rescue | Tat export inh | HTR5A inv ag | DAGLB inhibitor | phage Ecoli inh | CDK5 inh | AddAB inh | PKA-R2B activ
CCOc1cc(NC(=S)NCCCN2CCOCC2)c(OCC)cc1NC(=O)c1cccc(C)c1
    -0.6 | -1 | 4 | 3 | -5 | -11 | 2 | 9.1 | -2.9 | 0.8 | -6
CCOCCn1c(SCc2ccc(F)cc2)nc2c1c(=O)[nH]c(=O)n2C
    4.0 | -2 | 6 | -12 | 10 | -15 | 4 | 3.5 | -8.2 | -0.5 | -2
Cc1ccc(NC(=O)[C@H](C)NC(=O)C2CCN(C(=O)[C@@H](N)CC(C)C)CC2)cc1
    0.3 | 0 | 1 | -1 | -7 | -4 | 0 | 0.4 | 3.8 | -1.1 | 7
O=C(NCCc1cccc(Cl)c1)c1ccc(Cl)c([N+](=O)[O-])c1
    -0.5 | -5 | -2 | -5 | 5 | 5 | 1 | 4.5 | 0.7 | 2.6 | -4
COc1ccc(S(=O)(=O)N2CCOCC2)cc1NC(=O)CCNC(=O)c1ccc(Cl)cc1
    nt | -4 | 3 | nt | -7 | 9 | 3 | 2.7 | -0.2 | nt | 2
O=C(O)CCSCCC(=O)O
    2.0 | 1 | 1 | -18 | -1 | 12 | 1 | 0.9 | 1.3 | 1.6 | -7
CCOC(=O)CNc1ncc([N+](=O)[O-])cc1C#N
    -0.7 | 2 | 2 | 17 | 4 | -4 | 2 | 4.2 | -1.0 | 3.5 | 4
O=C(NCc1ccc(F)cc1)C1CCN(S(=O)(=O)N2CCOCC2)CC1
    0.7 | -10 | -3 | nt | -1 | 10 | 0 | 3.6 | 0.8 | 2.1 | 10
O=C(CSc1nc(-c2ccccc2)cc(C(F)(F)F)n1)NCCN1CCOCC1
    1.1 | -16 | 0 | nt | -10 | -53 | 4 | 1.4 | -0.5 | -1.4 | -1
COc1ccc(N2CCN(C(=O)Cc3ccc(Br)cc3)CC2)cc1
    -1.1 | -2 | 6 | 107 | 1 | -19 | 0 | 1.2 | -0.3 | 0.6 | 6
CCOC(=O)c1ccc(OCc2c(C)noc2C)cc1
    -4.2 | 0 | -1 | 6 | 2 | -41 | -4 | -0.9 | 1.7 | -1.5 | -16
COc1ccccc1-c1nnc2sc(-c3cc4ccccc4o3)nn12
    -2.9 | -2 | 0 | -11 | 5 | -16 | -1 | 4.0 | 0.8 | 0.7 | -1
COC(=O)c1c(C)oc(C)c1S(=O)(=O)NC(c1ccccc1)c1ccccc1
    -0.8 | -8 | 3 | -2 | 9 | -24 | -8 | 0.8 | 0.2 | 3.5 | -4
O=C1Nc2ccccc2C(=O)N2[C@H](c3ccccc3)[C@@H]3C(=O)N(Cc4ccccc4)C(=O)[C@@H]3[C@H]12
    2.7 | 8 | 1 | -1 | 6 | -2 | 4 | 1.8 | 1.0 | 3.0 | -7
Cc1ccccc1Nc1nc(N)nc(CN(C)c2ccccc2)n1
    -0.8 | 4 | -2 | nt | 2 | 13 | 0 | 2.3 | -1.0 | -2.8 | -10
Fc1ccc(C2=NN(c3ccccc3)C(c3ccco3)C2)cc1 (stereo not given)
    -2.5 | -20 | 4 | -3 | 8 | 9 | -7 | 3.0 | 4.1 | 1.2 | -7
Cc1cccc(C(=O)NC(NC(=S)Nc2ccc(S(N)(=O)=O)cc2)C(Cl)(Cl)Cl)c1 (stereo not given)
    -1.5 | 0 | 0 | 109 | -6 | 1 | 1 | 5.0 | 0.5 | 5.7 | -11
CCn1c(NCc2cc(OC)c(OC)c(OC)c2)nc2ccccc21
    -3.4 | -9 | 4 | -1 | 5 | -16 | 0 | -1.5 | 0.4 | 0.9 | -12
COC(=O)C1=C(C(=O)OC)[C@@H]2N(C)c3ccc(OC)cc3[C@@]23C[C@@H](C(=O)OC)N(S(=O)(=O)c2ccc([N+](=O)[O-])cc2)C3=N1
    0.2 | 7 | 0 | -16 | -42 | -22 | 8 | 2.0 | -1.8 | 3.1 | -10
CN(CC(=O)Nc1cccc(F)c1)C(=O)c1ccc(COc2ccccc2)o1
    -1.1 | -15 | -4 | -12 | -6 | 10 | -2 | 2.3 | -2.3 | 0.4 | -14
CCCC(C(=O)c1ccccc1)n1cncn1 (stereo not given)
    -2.3 | 10 | 11* | 69 | 11 | -27 | 1 | 1.7 | -3.8 | 0.5 | 3
Cc1ccc(-c2nnc(N3CCN(C(=O)COc4ccccc4)CC3)c3ccccc23)cc1
    -0.1 | 0 | -2 | -15 | 10 | -5 | 0 | 2.0 | -1.5 | -0.5 | -2
COc1ccc2c(c1)nc(N)n2Cc1ccccc1
    3.3 | -2 | 5 | 12 | 3 | -17 | 1 | 2.4 | -0.1 | 3.1 | 1
CCS(=O)(=O)N1CCN(C(=O)c2cccnc2)CC1
    0.9 | -3 | 3 | 3 | -6 | 3 | 0 | 0.9 | 0.3 | 0.1 | 1
CC(=O)Nc1ccc(S(=O)(=O)Nn2cnnc2)cc1
    0.2 | -3 | 3 | 29 | -2 | -8 | 0 | 1.9 | 3.1 | 1.8 | 6
C#C[C@]1(OC(C)=O)CCC2C3CCC4=CC(=O)CC[C@@H]4C3CC[C@@]21C (stereo not given in full)
    0.4 | -3 | -2 | -7 | 4 | 10 | -1 | 2.7 | -3.9 | -0.2 | -12
O=C(COC(=O)c1cccc(Cl)c1)Nc1cc(S(=O)(=O)N2CCOCC2)ccc1N1CCOCC1
    nt | 5 | 5 | nt | -2 | -13 | 0 | 1.1 | 0.2 | nt | -4
Cn1c(N)c(C#N)c2c(c1=S)COC(C)(C)C2
    0.8 | 6 | 2 | 2 | 12 | 17 | 1 | 3.4 | -0.2 | -0.2 | -12
CCOc1cc2c(cc1OCC)C(c1ccc(OC)cc1)N(c1ccccc1)C(=O)C2 (stereo not given)
    1.0 | 2 | -4 | 11 | -6 | 10 | 1 | 2.1 | 2.6 | -0.7 | 2
O=C(COc1ccc(/C=N/NC(=O)c2ccccc2O)cc1)Nc1ccccc1
    2.9 | 6 | 2 | -26 | 1 | 11 | 5 | 0.2 | -1.8 | -1.4 | -5

A draw from above in order of molecular weight, ascending.
Fields – Ecoli viability | PKA-R1A act | HTR5A ag | SUMO Mot1 rescue | Tat export inh | HTR5A inv ag | DAGLB inhibitor | phage Ecoli inh | CDK5 inh | AddAB inh | PKA-R2B activ
COc1ccc2c(c1)nc(N)n2Cc1ccccc1
    3.3 | -2 | 5 | 12 | 3 | -17 | 1 | 2.4 | -0.1 | 3.1 | 1
O=C(NCc1ccc(F)cc1)C1CCN(S(=O)(=O)N2CCOCC2)CC1
    0.7 | -10 | -3 | nt | -1 | 10 | 0 | 3.6 | 0.8 | 2.1 | 10
Cc1cccc(C(=O)NC(NC(=S)Nc2ccc(S(N)(=O)=O)cc2)C(Cl)(Cl)Cl)c1 (stereo not given)
    -1.5 | 0 | 0 | 109 | -6 | 1 | 1 | 5.0 | 0.5 | 5.7 | -11

(cont.)
Fields – Ecoli viability | PKA-R1A act | HTR5A ag | SUMO Mot1 rescue | Tat export inh | HTR5A inv ag | DAGLB inhibitor | phage Ecoli inh | CDK5 inh | AddAB inh | PKA-R2B activ
Cc1ccc(SC2=C(Sc3ccc(C)cc3)C(=O)c3ccccc3C2=O)cc1
    0.7 | -11 | 4 | -11 | -4 | -14 | -1 | 0.9 | -0.4 | -0.7 | 2
O=C(CN(c1ccccc1)S(=O)(=O)c1ccccc1[N+](=O)[O-])NN=C1CCCCCCC1
    3.4 | -3 | 2 | -5 | 10 | -26 | -4 | 2.6 | 1.7 | 3.0 | 0
Cn1c(SCc2ccc(C#N)cc2Cl)nc2ccccc21
    0.7 | -12 | 6 | -18 | -3 | -16 | -8 | -0.6 | 0.9 | -0.1 | -9
CCCN1C(=O)c2ccc(C(=O)Nc3ccc4c(c3)OCO4)cc2C1=O
    -0.3 | 5 | 2 | -8 | 6 | -17 | -1 | 0.6 | 0.4 | 1.5 | -2
CC1CCN(CCCCOc2ccc(Br)cc2)CC1
    -3.6 | -4 | 2 | 161 | 5 | -5 | -1 | 0.9 | -2.2 | -0.4 | -5
Nc1nc(COc2ccccc2C=O)nc(Nc2ccccc2)n1
    -2.4 | -7 | 4 | 5 | 0 | -12 | 3 | 2.8 | 0.8 | -2.1 | -1
O=C(Cn1c2c(c(-c3ccccc3Cl)cc1=O)CCC2)NCC1CCCO1 (stereo not given)
    -0.1 | -7 | -2 | 8 | -2 | -22 | 0 | 4.2 | -4.1 | -2.0 | -13
CCn1c(=NC(=O)CSCC(=O)Nc2nccs2)sc2ccccc21
    -1.5 | -6 | 6 | -3 | 2 | -15 | 1 | 1.9 | -1.0 | 2.3 | -5
CC(=O)Nc1ccc(NC(=O)COC(=O)c2ccc(S(=O)(=O)NCc3ccco3)cc2)cc1
    -1.9 | -7 | 4 | -21 | -1 | -17 | 4 | 2.5 | -0.7 | -0.8 | 3
COc1cc(NC(=O)CSCC(=O)N(C)C2CCCCC2)cc(OC)c1
    -0.2 | 1 | 8 | 8 | -2 | 5 | -1 | 0.3 | -3.0 | 0.8 | 10
Cc1occc1C(=O)NNC(=O)COc1ccc(Br)cc1Br
    2.3 | 11 | 0 | 6 | -11 | 25 | -3 | 2.3 | -1.1 | 1.5 | 5
CNC(=S)Nc1ccc(Br)cc1
    1.6 | -12 | 4 | -14 | -4 | 13 | 0 | 0.4 | -0.2 | 0.6 | -2
N#Cc1cccc(NC(=O)CCNS(=O)(=O)c2ccc3[nH]c(=O)oc3c2)c1
    0.0 | -4 | -1 | -26 | 3 | 4 | 2 | nt | nt | -0.3 | 2
COc1ccc(-n2nnnc2SCC#CCO)cc1
    -2.4 | 4 | -1 | 6 | -4 | 3 | -1 | 2.6 | 1.3 | 0.0 | -4
Cc1ccccc1-n1c(=O)cc(N2CCN(Cc3ccccc3)CC2)[nH]c1=O
    0.0 | 9 | -8 | 605 | -9 | 23 | -1 | 1.0 | -0.9 | 3.4 | 7
CCC(=O)NC(=S)Nc1ccc(Cl)cn1
    3.2 | -1 | 4 | 1 | -9 | 3 | -3 | 1.9 | -0.6 | 4.5 | 11
COc1ccc(-c2ccc3c(c2)S(=O)(=O)c2cccc(C(=O)NCCOc4ccccc4)c2C3=O)cc1OC
    -0.8 | -3 | 0 | -4 | 2 | -12 | 1 | nt | -1.2 | 2.0 | -2
COc1nc(Oc2ccc(=O)[nH]n2)nc(N2CCOCC2)n1
    -0.7 | 10 | 2 | 7 | 4 | -8 | 4 | 0.7 | -1.9 | 0.9 | -4
CC1CC(C)CN(CCOc2ccc(Cl)cc2Cl)C1 (stereo not given)
    -0.7 | -16 | 6 | 255 | -9 | -3 | -6 | 4.2 | 2.2 | -0.6 | -4
CN(C(=O)c1ccco1)c1nnc(-c2ccc(F)cc2)s1
    -1.1 | 2 | -4 | 266 | -4 | 13 | -5 | 0.8 | -1.5 | 3.9 | 5
Cc1ccc(S(=O)(=O)c2c(C)nn(C(C)(C)C)c2OC(=O)C2CCCC2)cc1
    -1.2 | 3 | -5 | 4 | 8 | 6 | -14 | -0.6 | 0.9 | 5.7 | 1
